Screening data as filed in PubChem BioAssay.
TrxR1 inh – rat TrxR1 inhibition | O89049 | recombinant rTrxR1, NADPH fluorescence consumption, selenite substrate | Potency, µM (top dose mostly 114 µM), inactives show top-dose activity change, negative = inhibition, actives largely listed as inhibitors | actives 1% (n = 390,000) | AID 588453; also: potency is read from the fitted curve at half-maximal effect; % is scaled to controls: 0 for no effect and ±100 for the full control effect; nearly all actives have a fitted effect of over 65% in size
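Rat TrxR1 (90 nM in the dispensed reagent) was pre-reduced with 400 uM NADPH for 5 min at room temperature, then incubated with compound for 15 min. After 400 uM selenite was added, NADPH fluorescence (Ex 340/Em 450 nm) was followed for 8 min.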
Vif-A3F inh – Vif-A3F binding inhibition | HeLa A3F-eYFP + Vif (tagged APOBEC3F with the HIV-1 protein that degrades it), YFP fluorescence increase | Potency, µM (series often up to 46.1 µM), inactives show top-dose activity, negative = active | actives 0.2% (n = 390,000); also: potency is read from the fitted curve at half-maximal effect; % of control where 0% means no effect; nearly all actives have a fitted effect of over 65% in size
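HeLa cells stably expressing Vif plus C-terminally eYFP-tagged A3F were seeded, incubated overnight at 37 deg C, dosed with compound, incubated overnight again at 37 deg C. Yellow fluorescence (Ex 488/Em 500-530) reported blocked Vif-mediated A3F-eYFP degradation.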
IDH1 R132H inh – blocks human mutant IDH1 R132H enzyme. O75874. AID 602179. Potency, µM (titrated, usually from 76.6 µM), inactives show at the highest dose activity change, negative = inhibition, actives largely listed as inhibitors. actives 0.093% (n = 390,000). IDH1-R132H enzyme, NADPH consumption, diaphorase/resazurin fluorescence; also: potency is read from the fitted curve at half-maximal effect; % is scaled to controls: 0 for no effect and ±100 for the full control effect; nearly all actives have a fitted effect of over 65% in size
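IDH1-R132H (0.5 ug/mL dispensed) in pH 7.5 Tris buffer was preincubated 30 min with compound, then given a substrate mix of 0.016 mM NADPH and 2 mM alpha-KG for 80 min at room temperature; remaining NADPH was read by diaphorase/resazurin fluorescence.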
TrxR1 substrate – rat thioredoxin reductase 1 substrate activity; O89049; Potency, µM (titrated, usually from 114 µM), without a hit: top-dose activity change, negative = substrate turnover; actives 0.01% (n = 390,000); purified TrxR1 substrate turnover, NADPH consumption readout; also: potency is read from the fitted curve at half-maximal effect; % is scaled to controls: 0 for no effect and ±100 for the full control effect; nearly all actives have a fitted effect of over 50% in size
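Rat TrxR1, dispensed at 90 nM, was prereduced with 400 uM NADPH (final) for 5 min at ~22 deg C, then incubated with compound 15 min before 400 uM selenite. A first-read NADPH fluorescence drop versus no-compound background flagged substrates.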
GRP78 ERSR act – induces the endoplasmic reticulum stress response in human glioma cells; U87-MG GRP78 promoter luciferase reporter, 16 h; Potency, µM, for inactives: top-dose activation, hits mostly activators; actives 0.02% (n = 420,000); AID 602332; also: potency is read from the fitted curve at half-maximal effect; series mostly up to about 76 µM; % of control where 0% means no effect; nearly all actives have a fitted effect of over 35% in size
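Stably transfected U87-MG glioma cells carrying a GRP78-based luciferase sensor; 16 h compound incubation. Luminescence end-point read 10 min after Bright-Glo addition at room temperature.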
USP1-UAF1 inh – inhibitors of human USP1/UAF1 deubiquitinase. AID 743255. Potency, µM (highest dose often 57.1 µM), inactives show top-dose activity change, negative = inhibition, actives largely listed as inhibitors. actives 0.23% (n = 390,000). recombinant USP1/UAF1, Ub-Rhodamine cleavage fluorescence; also: potency is read from the fitted curve at half-maximal effect; % is scaled to controls: 0 for no effect and ±100 for the full control effect; nearly all actives have a fitted effect of over 60% in size; inactives centre near -12
Target sequence (O94782 whole entry, looked up): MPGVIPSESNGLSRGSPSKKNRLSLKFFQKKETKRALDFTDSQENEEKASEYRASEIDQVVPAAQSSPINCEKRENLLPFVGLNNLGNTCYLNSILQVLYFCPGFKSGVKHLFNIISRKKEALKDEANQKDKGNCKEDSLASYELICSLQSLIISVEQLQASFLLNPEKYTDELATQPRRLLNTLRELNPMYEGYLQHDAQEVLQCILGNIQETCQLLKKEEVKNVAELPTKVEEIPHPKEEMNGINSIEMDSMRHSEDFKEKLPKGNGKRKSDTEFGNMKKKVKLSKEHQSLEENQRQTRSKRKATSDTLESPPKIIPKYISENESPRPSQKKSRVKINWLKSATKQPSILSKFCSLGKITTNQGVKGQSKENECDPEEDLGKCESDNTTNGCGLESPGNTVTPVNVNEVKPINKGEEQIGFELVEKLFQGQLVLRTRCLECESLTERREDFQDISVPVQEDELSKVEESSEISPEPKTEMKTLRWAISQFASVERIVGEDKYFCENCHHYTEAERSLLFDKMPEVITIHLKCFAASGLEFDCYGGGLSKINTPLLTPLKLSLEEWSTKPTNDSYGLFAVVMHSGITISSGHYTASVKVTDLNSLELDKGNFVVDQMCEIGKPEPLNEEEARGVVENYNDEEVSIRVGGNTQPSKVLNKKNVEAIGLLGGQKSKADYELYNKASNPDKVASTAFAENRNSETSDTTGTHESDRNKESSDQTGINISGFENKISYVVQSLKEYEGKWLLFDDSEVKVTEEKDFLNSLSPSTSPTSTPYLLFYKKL
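In this screen, compounds sit with the deubiquitinase complex (1nM) for 15 min at room temperature before Ub-Rho is added at 150nM final. Fluorescence rise is then followed for 6 reads every 60 seconds.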
LDHA inh – inhibitors of human lactate dehydrogenase A; P00338; purified LDHA, NADH/diaphorase-resazurin fluorescence; hits give low values; activity change, % (values are at about 110 or 230 µM); AID 1347041; actives 0.15% (n = 480,000); in the data active = activity change below about -30%; inconclusive = mostly about -25% to -30%;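 also: plate controls were DMSO wells for no effect and wells without enzyme for full effect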
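Enzyme activity of human lactate dehydrogenase 5 (2 nM; 0.06 mM NADH, 0.2 mM pyruvate, 5 min, RT) is measured via a resazurin/diaphorase fluorescence readout of residual NADH.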
Vif-APOBEC3G blk – Vif-A3G binding inhibition | Potency, µM (highest dose often 46.1 µM), without a hit: at the highest dose activity, negative = active, hits mostly inhibitors | Q9HC16 | AID 602310 | HeLa A3G-eYFP + Vif (tagged APOBEC3G with the HIV-1 protein that degrades it), YFP fluorescence, overnight | actives 0.076% (n = 410,000);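 also: potency is read from the fitted curve at half-maximal effect; % is scaled to controls: 0 for no effect and ±100 for the full control effect; nearly all actives have a fitted effect of over 60% in size; hits raise eYFP signal because A3G escapes Vif-driven loss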
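Read-out is eYFP fluorescence (Ex 488/Em 500-530) from Vif-expressing HeLa A3G-eYFP cells; more signal means A3G escaped Vif-mediated degradation. Cells plated overnight, compound pinned in, incubated overnight at 37 deg C.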
RGS4 inhibitor – blocks human RGS4-accelerated GTP hydrolysis | Potency, µM (highest dose often 114 µM), for inactives: top-dose activity change, negative = inhibition, most hits filed as inhibitors | Transcreener GDP fluorescence polarization, RGS4-accelerated GTP hydrolysis | AID 504845 | actives 0.039% (n = 390,000); also: potency is read from the fitted curve at half-maximal effect; % is scaled to controls: 0 for no effect and ±100 for the full control effect; nearly all actives have a fitted effect of over 75% in size; some results filed as inactive show a strong effect at the top dose
Target sequence (P49798 whole entry, looked up): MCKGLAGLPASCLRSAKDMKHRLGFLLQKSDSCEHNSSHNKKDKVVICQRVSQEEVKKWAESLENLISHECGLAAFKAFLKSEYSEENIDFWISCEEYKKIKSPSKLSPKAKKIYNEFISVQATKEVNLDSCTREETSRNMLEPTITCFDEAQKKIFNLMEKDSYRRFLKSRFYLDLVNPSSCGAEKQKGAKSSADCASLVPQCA
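MLSMR compounds (23 nl, pin-transferred) preincubated 10 min at room temperature with a 500nM (2x) first reagent, then RGS4 at 900nM (2x) plus Transcreener GDP mix added; fluorescence polarization (620/688 nm) read before and after 90 min at 30 °C.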
Starred values were filed as active, the others as inactive; ? = inconclusive; . = no result given; & = joins results of further samples; [ ] = remark or other dose. Unless noted, calls follow the shape of the dose curve; as a rule, active = well fitted curve in the direction sought with a large enough effect; inconclusive = small, poorly fitted or top-dose-only effect, or another doubt; inactive = no such curve, though single readings can be large; an effect the other way counts as inactive or inconclusive. These rows are one share of the data, so the mix of outcomes need not match the whole.

SMILES | TrxR1 inh | Vif-A3F inh | IDH1 R132H inh | TrxR1 substrate | GRP78 ERSR act | USP1-UAF1 inh | LDHA inh | Vif-APOBEC3G blk | RGS4 inhibitor
O=C(O[C@H]1[C@H](Cc2ccccc2)NS(=O)(=O)[C@H]2C[C@@H]3C=C[C@]12O3)c1ccc([N+](=O)[O-])cc1 | 5%&2% | 2% | 15% | 2%&2% | -1%&-3% | -23% | 3 | -2%&2% | -2%
CCc1cccc(NC(=O)Cn2ccn3nc(-c4ccc(OC)c(OC)c4)cc3c2=O)c1 | 22%[57.1 µM] | . | . | 3%[57.1 µM] | . | -16% | -5 | . | 17%
Cc1ccc(NC(=O)CCCN2C(=O)C(c3ccccc3)Oc3cccnc32)c(C)c1 (stereo not given) | . | 5% | -8% | . | -1% | -24% | -10 | -1% | .
CCN(CC)S(=O)(=O)c1ccc(C(=O)NCCN2C(=O)S/C(=C\c3cccnc3)C2=O)cc1 | -16% | 13% | -5% | -9% | 7% | -2% | 2 | -1% | 11%[56.9 µM]
COc1ccc(C)cc1NC(=O)COC(=O)c1ccc2c(c1)OCO2 | 35% | -5% | 0% | 6% | -2% | -16% | -8 | -3% | 13%
O=C(C1CCN(CC2CCCCC2)CC1)N1CCCC1 | 1%[57.1 µM] | 3% | -1% | 9%[57.1 µM] | -2% | 0% | -19 | 1% | -18%
CCOC(=O)c1c2c([nH]c(=S)c1C#N)CCCC2 | ? | -22% | 0% | 3%[57.1 µM] | -2% | 1% | 12 | 0% | -49%
O=C(CN1CCN(c2ccccc2F)CC1)c1ccc(O)c(O)c1 | -13% | -21% | 0% | 6% | 4% | -13% | 26 | -11% | -8%
COc1ccc(N2C(=O)c3cc4ccccc4cc3C2=O)cc1 | 16% | -3% | 0% | 3% | -4% | -15% | 0 | -1% | ?
Cc1ccc(NC(=O)CCS(=O)(=O)c2ccc3nc(C)sc3c2)cc1 | 16%[57.1 µM] | 1%&0% | 7%&2% | 2%[57.1 µM] | -3%&-3% | -3%&-4% | -7&-16 | -1%&-1% | -43%&-3%
Cc1ccc2nc(C)cc(N/N=C/c3cccnc3)c2c1 | 9%[11.4 µM] | 0% | -1% | 8% | 1% | -12% | -6 | -3% | -20%
Cc1ccc(C)c(NC2=NCC(=O)N2C2CCCCC2)c1 | -1%[57.1 µM] | -4% | -1% | 4%[57.1 µM] | -2% | -2% | -2 | -3% | 18%

An excerpt from above in order of length of the SMILES, rising.
SMILES | TrxR1 inh | Vif-A3F inh | IDH1 R132H inh | TrxR1 substrate | GRP78 ERSR act | USP1-UAF1 inh | LDHA inh | Vif-APOBEC3G blk | RGS4 inhibitor
O=C(C1CCN(CC2CCCCC2)CC1)N1CCCC1 | 1%[57.1 µM] | 3% | -1% | 9%[57.1 µM] | -2% | 0% | -19 | 1% | -18%
Cc1ccc2nc(C)cc(N/N=C/c3cccnc3)c2c1 | 9%[11.4 µM] | 0% | -1% | 8% | 1% | -12% | -6 | -3% | -20%
COc1ccc(N2C(=O)c3cc4ccccc4cc3C2=O)cc1 | 16% | -3% | 0% | 3% | -4% | -15% | 0 | -1% | ?
Cc1ccc(NC(=O)CCS(=O)(=O)c2ccc3nc(C)sc3c2)cc1 | 16%[57.1 µM] | 1%&0% | 7%&2% | 2%[57.1 µM] | -3%&-3% | -3%&-4% | -7&-16 | -1%&-1% | -43%&-3%
Cc1ccc(NC(=O)CCCN2C(=O)C(c3ccccc3)Oc3cccnc32)c(C)c1 (stereo not given) | . | 5% | -8% | . | -1% | -24% | -10 | -1% | .
CCc1cccc(NC(=O)Cn2ccn3nc(-c4ccc(OC)c(OC)c4)cc3c2=O)c1 | 22%[57.1 µM] | . | . | 3%[57.1 µM] | . | -16% | -5 | . | 17%
CCN(CC)S(=O)(=O)c1ccc(C(=O)NCCN2C(=O)S/C(=C\c3cccnc3)C2=O)cc1 | -16% | 13% | -5% | -9% | 7% | -2% | 2 | -1% | 11%[56.9 µM]

(continued)
SMILES | TrxR1 inh | Vif-A3F inh | IDH1 R132H inh | TrxR1 substrate | GRP78 ERSR act | USP1-UAF1 inh | LDHA inh | Vif-APOBEC3G blk | RGS4 inhibitor
CCCOc1ccc(-c2c(C(=O)N/N=C/C3CCCCC3)nnn2-c2nonc2N)cc1 | 1% | -3% | 7% | 0% | -6% | -15% | -6 | 0% | -47%
COc1cccc(C=NNC(=O)C2CC2)c1 | -2%[11.4 µM] | 2% | 15% | 1%[11.4 µM] | -3% | -10% | -7 | -1% | 9%
CC1=C(C(=O)Nc2ccccn2)C(c2ccc(F)cc2)n2ncnc2N1 (stereo not given) | 12% | -5% | 1% | 8% | -2% | -2% | -10 | 1% | -3%
CC(OC(=O)c1ccc(Cl)c(S(=O)(=O)N2CCOCC2)c1)C(=O)Nc1ccc(S(N)(=O)=O)cc1 (stereo not given) | 0% | -33% | 5% | 0%[57.1 µM] | -6% | -11% | -2 | 0% | -13%
CC1CCCC(C)N1CCCNC(=O)C1CCCN(c2ncnc3c2nc2n3CCCCC2)C1 (stereo not given) | 9% | 14% | -1% | 4% | -1% | -8% | 0 | -3% | 29%
O=C(/C(=C/c1ccccc1Cl)c1ccccc1)N1CCOCC1 | 0% | -22% | 1% | 6%[0.457 µM] | -4% | -4% | -6 | 0% | 28%
Cc1ccc(N2C(=O)[C@@H]3Cc4ccccc4CN3C2=O)cc1 | 8% | -4% | 0% | 3% | 1% | -2% | -1 | 0% | -17%
COc1cc(-c2nc3ccc4ccccc4c3c3c2CCC3)cc(OC)c1OC | 11% | 2% | 0% | 60%[activator] | -6% | -27% | 0 | 4% | 7%
Cc1cc(Cl)ccc1NC(=S)NC(C)(C)C | -1% | 2% | 1% | 5% | 0% | -7% | -7 | 5% | 0%
COc1ccc(-c2noc(CSc3nnc(Cc4ccccc4)n3-c3cccc(C)c3)n2)cc1OC | 22% | -1% | 3% | 5% | -3% | -6% | 2 | 1% | -11%
CCS(=O)(=O)N1Cc2ccccc2CC1C(=O)Nc1nc2ccccc2s1 (stereo not given) | 4% | ? | 4% | -7% | -6% | -20% | -1 | 1% | -18%
CCOC(=O)C(CC)n1cnc2c(nnn2-c2ccccc2)c1=O (stereo not given) | 7%[57.1 µM] | -8% | 7% | -8% | -2% | -15% | -3 | -1% | -21%
COc1ccc(CCNCc2c(C(=O)O)c(C)n(Cc3ccccc3C)c2C)c(OC)c1 | 0% | 2% | 0% | 2% | -2% | ? | -3 | -5% | -10%
Cc1ccc(Cn2cc(SCC(N)=O)c3ccccc32)cc1 | 6%[57.1 µM] | 8% | 4% | 8%[57.1 µM] | -2% | -16% | -2 | 2% | 2%
CC1=CC(c2ccccc2)n2ncnc2N1 (stereo not given) | -2%[57.1 µM] | 0% | -4% | 14% | -1% | -28% | -1 | 4% | 10%
Cc1ccc(C2=NN(C(=O)CCC(=O)O)C(c3cccc([N+](=O)[O-])c3)C2)cc1 (stereo not given) | -14% | 10% | -3% | -12% | -6% | -13% | -4 | 0% | 9%
O=S(=O)(c1ccccc1C(F)(F)F)N1CCN(c2nc(-c3ccccc3)nc3ccccc23)CC1 | 17% | . | . | 0% | -3% | . | -2 | -2% | 10%
Cc1nc2ccn(Cc3cccnc3)c(=O)c2cc1C(=O)N1CCN(c2ccc(F)cc2)CC1 | 18%[57.1 µM] | 0% | 7% | 2%[57.1 µM] | -3% | 7% | 0 | -3% | 15%
CC1(C)N=C(c2ccc(F)cc2)C(=O)N1CC(=O)Nc1ccccc1Cl | 2% | . | . | -1% | . | -21% | -2 | . | -16%
CCN(CC)S(=O)(=O)c1ccc(Cl)c(NC(=O)COC(=O)/C=C/c2cc(OC)c(OC)c(OC)c2)c1 | 15%[57.1 µM] | -14% | 5% | -14%[57.1 µM] | -2% | -8% | 2 | 0% | -24%
Nc1ccc(Oc2ncccn2)cc1 | -15% | -25% | 14% | -7% | 15% | 7.9µM* | 13 | -26% | -27%
COc1ccc(NS(=O)(=O)c2cccc(C(=O)NNC(=O)c3ccc(C)o3)c2)cc1 | 13% | -2% | 11% | -1% | -3% | -15% | -3 | 2% | 13%
COc1ccc(C(C(=O)NC(C)(C)C)N(CCc2ccc(OC)c(OC)c2)C(=O)CCC(=O)Nc2cc(C)on2)cc1 (stereo not given) | -13% | -4% | -6% | -9% | -1% | -2% | -8 | 0% | 21%
Cc1ccc(OCC(=O)Nc2cccc(C)n2)c(C)c1 | 0% | . | 5% | -6% | -2% | -8% | -4 | 0% | 6%
COc1cccc(C2C(C(=O)c3sc(C)nc3C)=C(O)C(=O)N2CCN2CCOCC2)c1 (stereo not given) | -49% | 4% | 3% | -7% | 3% | -13% | 2 | 3% | -6%
COc1ccc(S(=O)(=O)N(C)C[C@H]2Oc3ccc(NC(=O)Nc4ccccc4)cc3C(=O)N([C@H](C)CO)C[C@@H]2C)cc1 | 14%[57.1 µM] | 7% | -16% | -1%[57.1 µM] | -6% | -30% | -4 | -2% | -10%
